HT1080 cytotoxicity: HT1080 cell viability loss – fluorescence readout (AID 620). HT1080 viability, fluorescence; higher % means a stronger effect. cytotoxicity, % at 10 µM, or EC50 in µM where a hit was titrated. actives 0.42% (n = 87,000);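 also: cells exposed to compound overnight then 4 h with Alamar Blue; 0% = vehicle DMSO and 100% = killing control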
Bfl-1 inhibitors: Bfl-1 inhibitors, primary screen, biochemical, fluorescence polarization, FITC-Bid, mouse (AID 432). FITC-Bid BH3 peptide fluorescence polarization displacement; higher % means a stronger effect. displacement, % at 20 µM, or IC50 in µM where a hit was titrated. actives 0.02% (n = 64,000); in the data active = a potency from the dose series; inactive = the rest, 99 in 100 with displacement below about 15%; also: strong numbers were not always called active
LYP inhibition: inhibition of human PTPN22 tyrosine phosphatase – biochemical, DiFMUP fluorescence, recombinant catalytic domain, 10 µM, primary screen (AID 606); recombinant LYP catalytic domain, DiFMUP fluorescence; higher % means a stronger effect; inhibition, % at 10 µM, or IC50 in µM where a hit was titrated; 52,000 tested, under 10 active;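 active = IC50 under 40 µM in the dose-response test; inactive = IC50 of 40 µM or more, or never dose-tested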
KRASV12 cytotoxicity: viability loss of HPDE-C7K cells – cell-based, fluorescence, HTS, primary screen (AID 431) | actives 1.7% (n = 63,000) | one-dose cytotoxicity, % at 10 µM; EC50 in µM for titrated hits | HPDE-C7K KRASV12 cells, Alamar Blue viability, 48 h; higher % means a stronger effect;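 active = compounds whose percent cytotoxicity in the single-dose primary screen, scaled between solvent and toxic-drug controls, exceeds 50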;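 also: 0% = DMSO solvent wells and 100% = doxorubicin-treated wells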
Spn PMK inh: blocks S. pneumoniae phosphomevalonate kinase; inhibition, % at 10 µM; actives 0.49% (n = 65,000); purified PMK, PK/LDH-coupled NADH absorbance 340 nm; AID 539;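 active = top-ranked compounds by inhibition in the single 10 µM screen, taking a fixed number of the strongest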;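 also: 0% = full reaction with DMSO carrier and 100% = background rate without enzyme reaction; no value below 0 was filed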
TNAP inhibition: human TNAP enzyme inhibitors, biochemical, luminescent (AID 518); inhibition, % at 20 µM, or IC50 in µM where a hit was titrated; purified TNAP enzyme, luminescent substrate readout; higher % means a stronger effect; actives 0.09% (n = 64,000); in the data active = a potency from the dose series; inactive = the rest, 99 in 100 with inhibition below about 22%;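 also: plate controls were vehicle for no effect and reference inhibitor for full effect; many of its hits are not listed in these tables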
DPM-DC inhibit: S. pneumoniae DPM-DC inhibition. purified DPM-DC, PK/LDH coupled NADH fluorescence. calls only at 10 µM. actives 0.49% (n = 65,000). AID 556;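 active = the 320 compounds with the highest percent inhibition in the single-dose primary screen, excluding strongly autofluorescent ones, cut at about 32% in these data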;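 also: kinetic rate of NADH fluorescence loss reporting ADP formed by the decarboxylase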
HPDE-C7 viability: HPDE-C7 pancreatic duct cell viability loss – fluorescence, HTS (AID 430); HPDE-C7 pancreatic duct cells viability, fluorescence; higher % means a stronger effect; one-dose cytotoxicity, % at 10 µM; EC50 in µM for titrated hits; actives 1.8% (n = 63,000);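 also: cells exposed to compound for 48 hours before viability readout; 0% = vehicle and 100% = reference cytotoxic drug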
Spn MK inh: inhibitors of Streptococcus pneumoniae mevalonate kinase. purified MK, PK/LDH-coupled NADH absorbance 340 nm. actives 0.48% (n = 65,000). AID 555. inhibition, % at 10 µM;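 active = ranked among the strongest by inhibition in the single 10 µM screen, a fixed top-ranked set picked for dose follow-up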; also: no value below 0 was filed
Spn PMK inh pilot replicates: also measured in Spn PMK inh; calls as there; inhibition, %; measured here: pilot screen replicates
Spn MK inh pilot replicates: recorded beside Spn MK inh, whose call it bears; inhibition, %; measured here: pilot screen replicates
DPM-DC inhibit pilot screen %: further read-out of DPM-DC inhibit, marked with its call; inhibition, %; measured here: pilot screen trials
* marks the source's active call; other numbers are inactive results; i = inactive; x = no result given; + = active, no number. Rule as the data show it, unless noted: active = cytotoxicity above about 50%; inactive = the rest.

SMILES	HT1080 cytotoxicity	Bfl-1 inhibitors	LYP inhibition	KRASV12 cytotoxicity	Spn PMK inh	TNAP inhibition	DPM-DC inhibit	HPDE-C7 viability	Spn MK inh	others
CN(CCc1ccccn1)c1ncnc2[nH]ncc12	8%	-5%	-3%	-9%	15	0%	i	-7%	1	Spn PMK inh pilot replicates=6.0;Spn MK inh pilot replicates=0.5;DPM-DC inhibit pilot screen %=6.5
O=C(O)CN1C(=O)CCS(=O)c2ccccc21 (stereo not drawn)	8%	0%	15%	5%	0	17%	i	-10%	7
CCOC(=O)C1=C(NC#N)OC(C)=C(C)C1c1ccc(O)cc1 (stereo not drawn)	-4%	-9%	-5%	-4%	13	3%	i	-22%	14	Spn PMK inh pilot replicates=2.5;Spn MK inh pilot replicates=1.0;DPM-DC inhibit pilot screen %=0.0
COC(=O)C1C(=O)N2CCCSC2=C(C#N)C1c1cccs1 (stereo not drawn)	-2%	-1%	-4%	-4%	9	5%	i	-2%	0
O=C(O)C1CCCN(S(=O)(=O)c2ccc(Cl)s2)C1 (stereo not drawn)	-6%	-8%	6%	5%	11	21%	i	-9%	5	Spn PMK inh pilot replicates=3.5;Spn MK inh pilot replicates=0.0;DPM-DC inhibit pilot screen %=3.0
CC(C)(C)NC[C@H](O)COc1nsnc1N1CCOCC1	-2%	-6%	24%	-6%	1	13%	i	-8%	8	Spn PMK inh pilot replicates=1.0;Spn MK inh pilot replicates=0.0;DPM-DC inhibit pilot screen %=0.0
O=C1NCC(COCC2CC=CCC2)O1 (stereo not drawn)	8%	0%	x	3%	1	7%	i	-1%	3
CCOC(=O)C(Cc1cc(C(C)=O)ccc1OC(C)C)C(=O)OCC	10%	2%	4%	12%	13	8%	i	-7%	0
O=C(O)c1cccc(S(=O)(=O)NCc2cccs2)c1	0%	12%	x	-5%	16	6%	i	4%	0
CCOc1ccc(OCc2ccc(C(=O)Nc3ccc(Cl)cn3)o2)cc1	-3%	-2%	2%	0%	3	13%	i	5%	8
Oc1ccc2nc(Cc3ccccc3)[nH]c2c1	1%	0%	1%	-5%	13	8%	i	-3%	5
CC1(C)CC(=O)C(C(c2ccco2)C2C(=O)CC(C)(C)CC2=O)C(=O)C1	8%	-3%	12%	10%	0	4%	i	4%	10
O=C(NCC1COc2ccccc2O1)C1CCCN(S(=O)(=O)c2cnc[nH]2)C1 (stereo not drawn)	-3%	-8%	x	-1%	3	23%	i	-15%	7	Spn PMK inh pilot replicates=0.0;Spn MK inh pilot replicates=0.0;DPM-DC inhibit pilot screen %=0.0
COC(=O)c1ccc(NC(=O)CSc2nnc(CNc3ccc(OC)cc3)n2C)cc1	5%	4%	3%	3%	4	6%	i	9%	7
CCCS(=O)(=O)NCc1cn2c(C)csc2n1	-4%	-4%	x	-1%	16	4%	i	-4%	1
O=C(CSc1nc2c(c(=O)n1-c1ccc(Cl)cc1)SCC2)Nc1ccc2c(c1)OCCO2	7%	2%	12%	-4%	10	10%	i	5%	9
Cc1cc(NC(=O)CSc2nc3ccccc3[nH]2)no1	-1%	-6%	0%	9%	4	27%	i	3%	1
Cc1ccc(Cn2ccc(NC(=O)c3c(-c4ccccc4Cl)noc3C)n2)cc1	x	-5%	15%	8%	0	7%	i	-5%	2
O=C(CSc1nnc(-c2ccco2)n1-c1ccccc1)N1CCOCC1	4%	2%	0%	-3%	0	-2%	i	-10%	14
CCOC(=O)N1CCN(CC(=O)Nc2cc3c(cc2C(C)=O)OCO3)CC1	-3%	1%	-2%	2%	7	13%	i	-10%	9
CCN1C(=S)SC(=O)C1=C1C=C(C)N(CCOC)C(C)=C1	3%	-7%	x	0%	0	19%	i	-4%	9
COc1ccccc1NC(=O)CSc1nnnn1Cc1ccccc1	2%	-2%	0%	-4%	6	7%	i	-7%	8
O=C(N1CCOCC1)N1CCC(NC(=O)C23CC4CC(CC(C4)C2)C3)CC1	16%	-4%	6%	-7%	17	0%	i	-7%	17	Spn PMK inh pilot replicates=3.0;Spn MK inh pilot replicates=0.0;DPM-DC inhibit pilot screen %=0.0
CCC(C)(C)n1nnnc1C(c1ccccc1F)N1CCC(C(N)=O)CC1 (stereo not drawn)	8%	-3%	12%	23%	15	9%	i	56%*	21
Cc1ccccc1-n1c(-c2ccncc2)n[nH]c1=S	-6%	4%	0%	x	0	8%	i	x	6

The closing 5 records of the section before are carried over, then new ones follow.
SMILES	HT1080 cytotoxicity	Bfl-1 inhibitors	LYP inhibition	KRASV12 cytotoxicity	Spn PMK inh	TNAP inhibition	DPM-DC inhibit	HPDE-C7 viability	Spn MK inh	others
CCN1C(=S)SC(=O)C1=C1C=C(C)N(CCOC)C(C)=C1	3%	-7%	x	0%	0	19%	i	-4%	9
COc1ccccc1NC(=O)CSc1nnnn1Cc1ccccc1	2%	-2%	0%	-4%	6	7%	i	-7%	8
O=C(N1CCOCC1)N1CCC(NC(=O)C23CC4CC(CC(C4)C2)C3)CC1	16%	-4%	6%	-7%	17	0%	i	-7%	17	Spn PMK inh pilot replicates=3.0;Spn MK inh pilot replicates=0.0;DPM-DC inhibit pilot screen %=0.0
CCC(C)(C)n1nnnc1C(c1ccccc1F)N1CCC(C(N)=O)CC1 (stereo not drawn)	8%	-3%	12%	23%	15	9%	i	56%*	21
Cc1ccccc1-n1c(-c2ccncc2)n[nH]c1=S	-6%	4%	0%	x	0	8%	i	x	6
COC(=O)c1cc(=O)n(Cc2ccco2)c(=Nc2ccc(F)c(Cl)c2)s1	2%	6%	16%	27%	6	10%	i	83%*	5
Nc1cc(=O)[nH]c(SCC(=O)NCC2CCCO2)n1 (stereo not drawn)	2%	-2%	3%	3%	0	-4%	i	11%	2
C=CCn1c(SCCC#N)nnc1-c1ccncc1	2%	1%	0%	-21%	17	12%	i	-3%	14
c1ccc(N2CCN(c3cnccn3)CC2)nc1	-3%	-5%	7%	-6%	18	2%	+	-7%	7
COc1ccc(C2SCC(=O)N2c2c(C)n(C)n(-c3ccccc3)c2=O)c(OC)c1 (stereo not drawn)	3%	-2%	x	-4%	7	5%	i	-9%	6
CC(C)CNC(=O)c1cccc(C(=O)NCC(C)C)c1	8%	-2%	-3%	-1%	0	2%	i	-20%	10
CCC1Oc2ccccc2N(CC(=O)Nc2ccc(OC)cc2OC)C1=O (stereo not drawn)	0%	-10%	-23%	9%	14	10%	i	-13%	2	Spn PMK inh pilot replicates=0.0;Spn MK inh pilot replicates=6.0;DPM-DC inhibit pilot screen %=3.5
N#CCCN(C(=O)COC(=O)c1ccc2c(c1)NC(=O)CS2)c1ccc2c(c1)OCCO2	-7%	-4%	11%	-4%	0	13%	i	-6%	11
CCCCNC(=O)CS(=O)Cc1nc(-c2cccc(C)c2)oc1C (stereo not drawn)	-1%	2%	0%	2%	12	5%	i	0%	2
NC(=O)C1CCN(c2nc(-c3ccccc3)nc3c2oc2ccccc23)CC1	-3%	-5%	x	-18%	1	12%	i	-24%	5
Cn1c(SC/C=C/c2ccccc2)nnc1-c1cnccn1	1%	5%	x	0%	3	7%	i	-2%	2	Spn PMK inh pilot replicates=0.0;Spn MK inh pilot replicates=0.0;DPM-DC inhibit pilot screen %=0.0
O=C(CCn1c(=O)c2sccc2n(Cc2cc(=O)n3ccccc3n2)c1=O)NCc1ccco1	2%	-1%	13%	-1%	17	9%	i	-4%	6
CC1=C(C(=O)OCc2ccc3c(c2)OCO3)C(c2ccccc2)NC(=O)N1 (stereo not drawn)	5%	-3%	-3%	38%	11	12%	i	46%	2
C=CCn1c(=O)c(C(=O)NCCNCC)c(O)c2ccccc21	-2%	11%	9%	-27%	16	2%	i	-18%	2
CCC(C)[C@H](NC(=O)N1CCCC1)C(=O)O (stereo partly drawn)	-4%	0%	4%	1%	14	9%	i	-12%	10
Cc1nc(N)[nH]c(=O)c1CCC(=O)OCC(C)C	-13%	4%	7%	-11%	17	14%	i	-8%	1	Spn PMK inh pilot replicates=3.0;Spn MK inh pilot replicates=0.0;DPM-DC inhibit pilot screen %=0.0
O=C(NCc1ccccn1)c1cn(CCc2ccccc2)nn1	12%	-8%	x	-5%	10	1%	i	4%	9
CCCN1Cc2cccc(C(N)=O)c2C1=O	33%	0%	12%	-8%	11	6%	i	-15%	3
Cn1nc(C(=O)OCCN2C(=O)c3ccccc3C2=O)c2ccccc2c1=O	-1%	-11%	x	-2%	9	7%	i	-1%	0
CCCCCn1c(CN2CCN(C(=O)OCC)CC2)nc2c1c(=O)n(C)c(=O)n2C	2%	x	3%	x	12	x	i	x	6
O=C(COC(=O)C1(c2ccc(F)cc2)CCCC1)N1CCOCC1	-3%	3%	15%	-15%	3	2%	i	-23%	0
Nc1ccc[n+](Cc2ccccn2)c1	3%	2%	x	x	20	9%	i	x	4
COC(=O)[C@H](CCSC)NC(=O)NCc1cccs1	-7%	-1%	x	-4%	12	4%	i	3%	12
CSC(=O)CC(=O)NC(=O)c1ccccc1	-1%	-1%	6%	-4%	3	2%	i	-4%	9	Spn PMK inh pilot replicates=2.5;Spn MK inh pilot replicates=6.0;DPM-DC inhibit pilot screen %=2.5

An excerpt from above in order of count of non-hydrogen atoms, ascending:
SMILES	HT1080 cytotoxicity	Bfl-1 inhibitors	LYP inhibition	KRASV12 cytotoxicity	Spn PMK inh	TNAP inhibition	DPM-DC inhibit	HPDE-C7 viability	Spn MK inh	others
c1ccc(N2CCN(c3cnccn3)CC2)nc1	-3%	-5%	7%	-6%	18	2%	+	-7%	7
CC1(C)CC(=O)C(C(c2ccco2)C2C(=O)CC(C)(C)CC2=O)C(=O)C1	8%	-3%	12%	10%	0	4%	i	4%	10
Cn1nc(C(=O)OCCN2C(=O)c3ccccc3C2=O)c2ccccc2c1=O	-1%	-11%	x	-2%	9	7%	i	-1%	0
